# p47phox inh: p47phox (human) inhibition; P14598; p47phox/p22phox peptide binding, fluorescence polarization, 2 h; inhibition, % at 24.7 µM; 0.53% of 220,000 active; AID 1274;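 active = inhibition above about 30%, limit read from the data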;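 also: 0% = p47phox with labelled peptide and 100% = labelled peptide alone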
# Target sequence (P14598 whole entry, looked up): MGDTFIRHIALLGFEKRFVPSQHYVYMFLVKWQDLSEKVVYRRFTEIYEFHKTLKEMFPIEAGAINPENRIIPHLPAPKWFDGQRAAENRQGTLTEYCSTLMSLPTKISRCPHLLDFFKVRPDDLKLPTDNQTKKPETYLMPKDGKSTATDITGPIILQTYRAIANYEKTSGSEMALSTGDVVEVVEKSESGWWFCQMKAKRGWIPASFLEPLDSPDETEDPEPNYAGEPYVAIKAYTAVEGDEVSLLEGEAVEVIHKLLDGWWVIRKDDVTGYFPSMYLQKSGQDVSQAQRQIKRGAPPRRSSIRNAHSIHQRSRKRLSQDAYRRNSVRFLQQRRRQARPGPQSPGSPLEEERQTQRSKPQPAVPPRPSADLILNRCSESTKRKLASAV
# CHOP inhibitor: CHOP inhibition in unfolded protein response | CHO-K1 CHOP-promoter luciferase, tunicamycin-induced, 15-18 h | inhibition, % at 10 µM | 3.8% of 220,000 active | AID 2732;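 active = compounds that reduced the stress-induced luciferase reporter signal by more than about 70% of percent inhibition, limit read from the data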;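 also: 0% = tunicamycin plus vehicle and 100% = wells without tunicamycin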
# S1P4 agonist: agonists of human S1P4 receptor. O95977. 0.35% of 220,000 active. S1P4-expressing cell line, agonist reporter assay. activation, % at 4.98 µM; in the data active = activation above about 11%;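 also: 0% = DMSO vehicle and 100% = reference agonist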
# NPY-Y1 PAM-ag: human NPY-Y1 potentiation or agonism, primary screen; P25929; NPY-Y1 expressing cells, potentiator/agonist activation; activation, % at 3.6 µM; 0.37% of 220,000 active; AID 1304; in the data active = activation above about 33%, passing the limit was not always enough;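 also: cells stimulated with NPY at EC10 then isoproterenol at EC100; 0% = low agonist plus stimulus and 100% = saturating agonist plus stimulus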
# Target sequence (P25929 whole entry, looked up): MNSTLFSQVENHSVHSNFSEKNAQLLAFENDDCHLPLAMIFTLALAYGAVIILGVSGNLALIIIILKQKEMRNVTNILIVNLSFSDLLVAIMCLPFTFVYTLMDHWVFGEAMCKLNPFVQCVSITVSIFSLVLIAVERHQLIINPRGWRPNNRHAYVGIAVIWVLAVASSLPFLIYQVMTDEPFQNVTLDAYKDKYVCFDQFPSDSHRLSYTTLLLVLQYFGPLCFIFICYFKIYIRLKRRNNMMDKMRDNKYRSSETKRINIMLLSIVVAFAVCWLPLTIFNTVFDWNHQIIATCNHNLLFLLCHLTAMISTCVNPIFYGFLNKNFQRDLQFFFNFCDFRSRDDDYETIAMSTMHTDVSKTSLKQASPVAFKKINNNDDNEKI
# BaF3 parental: counter-screen for JAK2V617F inhibitors: parental Ba/F3 viability inhibitors; inhibition, % at 5.6 µM; CellTiter-Glo ATP luminescence; AID 1486; 1.1% of 220,000 active;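 active = inhibition above a per-campaign cutoff, the mean inhibition of all tested compounds plus 3 SD, cut at about 27% in these data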;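 also: 0% = DMSO wells and 100% = JAK Inhibitor I control wells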
# S1P4 antagonist: antagonists of human S1P4 receptor; O95977; inhibition, % at 4.98 µM; AID 1510; 0.26% of 220,000 active; S1P4-expressing cells, antagonist mode, reporter read-out; in the data active = inhibition above about 29%;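 also: 0% = wells stimulated with agonist and 100% = vehicle wells without agonist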
# NPY Y1 blocker: blocks the human neuropeptide Y Y1 receptor. HEK293-CNG Y1 cells, membrane potential fluorescence; NPY at EC95, then isoproterenol. inhibition, % at 3.6 µM. 1% of 200,000 active. AID 1040;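 active = inhibition above the campaign mean inhibition of all tested compounds plus 3 SD, cut at about 20% in these data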;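 also: 0% = DMSO wells given NPY plus isoproterenol and 100% = isoproterenol alone without NPY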
#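 Material: Y1- and CNG-channel-expressing HEK293 cells / Probe or stimulus: NPY 25 nM then isoproterenol 1 µM plus Ro 20-1724 25 µM / Doses: 3.6 µM single dose, DMSO 0.4% / Schedule: compound incubation 1 h at room temperature, readout 45 min post-stimulation / Signal: membrane potential fluorescence / Benchmarks: isoproterenol-only wells as full block versus NPY-plus-isoproterenol wells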
# NPY-Y2 PAM-ag: potentiates or activates human NPY-Y2 receptor | 0.45% of 220,000 active | P49146 | cells expressing NPY-Y2, potentiator/agonist read-out | activation, % at 3.6 µM | AID 1359; in the data active = activation above about 27%;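 also: cells stimulated with NPY near EC25 plus isoproterenol at EC100; 0% = vehicle plus submaximal agonist and 100% = vehicle plus saturating agonist; some results beyond the cut were filed as inactive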
# Ba/F3 V617F tox: reduce viability of Ba/F3 cells dependent on JAK2V617F; inhibition, % at 5.6 µM; 1.1% of 220,000 active; AID 1446; Ba/F3 EpoR-JAK2V617F viability, ATP luminescence;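 active = inhibition above the campaign mean plus 3 SD over all tested compounds, cut at about 24% in these data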;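 also: cytokine-independent growth of Ba/F3 cells driven by EpoR plus mutant JAK2; 0% = DMSO-treated cells and 100% = JAK inhibitor I control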
# * marks the source's active call; other numbers are inactive results; · = no result given; & = joins results of further samples.
Structure,p47phox inh,CHOP inhibitor,S1P4 agonist,NPY-Y1 PAM-ag,BaF3 parental,S1P4 antagonist,NPY Y1 blocker,NPY-Y2 PAM-ag,Ba/F3 V617F tox
COc1ccc(CC2(CO)CCN(C(C)COc3ccccc3)CC2)cc1 (centres undefined),-1,27,0.0,4,6,1,18,1,1
CCC(CC)=C(C#N)C(=O)NC1CCCCC1,-11,-10,2.0,4,1,-12,1,-4,-2
CCOc1ccc(NC2=C(Cl)C(=O)N(C3CCCCC3)C2=O)cc1,-1,34,-0.1,-16,4,-22,-3,-12,0
O=C(Cn1nc(-c2ccccc2)c2ccccc2c1=O)Nc1ccc(O)cc1,21,17,0.6,7,-5,-10,·,-7,-2
CCCCc1ccc(NC(=S)NCCCN2CCOCC2)cc1,-51,-10,0.8,8,7,1,-1,-13,0
Cc1cc(S(=O)(=O)n2ccnc2)c(Cl)cc1Cl,-7,10,2.1,-25,9,1,3,-17,5
Cc1ccc(C(=O)COC(=O)c2cccs2)cc1,-10,38,0.3,5,-1,-7,1,-5,-3
Nc1c(C(=O)Nc2ccc(S(=O)(=O)N3CCCC3)cc2)sc2nc3ccc(OC(F)(F)F)cc3cc12,-101,106*,2.0,-3,7,-14,-2,0,-3
C=CCc1ccc(OC(=O)c2ccccc2)c(OC)c1,1,-21,0.3,-10,-5,1,-2,-8,1
O=C(O)c1c2c(nc3ccccc13)/C(=C/c1ccc(O)cc1)CC2,-8,16,-1.5,-33,3,2,-2,-2,0
CCN1CCN(C(=O)c2c(-c3c(F)cccc3Cl)noc2C)CC1,-13,12,-1.5,16,7,6,4,3,-4
O=S(=O)(NCCc1csc(-c2cccnc2)n1)c1ccc2c(c1)OCCO2,6,12,2.5,-5,-1,-20,-5,-7,-2
CC(=O)Nc1ccc(NC(=O)COc2ccc([N+](=O)[O-])cc2)cc1,-5,-15,1.5,-2,5,-17,-5,1,0
O=C(NCCc1ccccc1)C(=Cc1ccc(C(=O)O)cc1)C(=O)NCCc1ccccc1,1,-7,-3.4,-2,9,6,2,-1,4
O=[N+]([O-])c1cc(S(=O)(=O)C(F)(F)F)ccc1Sc1nc2ccccc2s1,-9,107*,-3.4,1,2,22,2,10,-3
CC1CCCCC1NC(=O)COc1ccc(-n2cnnn2)cc1 (centres undefined),5,-9,0.7,-9,1,-33,-2,4,2
Cc1cccc(C)c1N1CCN(c2n[nH]c(N)n2)CC1,-7,11,0.2,7,2,-6,-1,8,-4
Cc1ccc(S(=O)(=O)Nc2ccc3nc(C)sc3c2)cc1,-7,37,0.1,28,39*,-17,-6,12,34*
Cc1nc(NC(=O)C2CCCC2)sc1Cc1ccc2c(c1)OCO2,-9,-14,1.2,-8,2,9,10,8,-3
COC(=O)N/N=C(C)\C=C\c1ccco1,-8,9,-0.2,-24,11,-16,0,1,5
COc1ccc(C(=O)NC(=S)Nc2nnn(C)n2)cc1,-10,-28,-2.5,15,5,-1,4,6,4
CCc1cc(SC#N)cc(CC)c1NC(=O)CCl,-14,97*,-0.3,-29,9,17,8,-11,7
CN(CCCNC(=O)C1CCN(S(=O)(=O)c2cccc3nsnc23)CC1)Cc1ccccc1,5,34,1.5,5,5,-5,0,-25,5
CCC(C)(C(=O)NC1CCCC1)N(Cc1ccco1)C(=O)c1ccc2c(c1)OCO2 (centres undefined),-9,26,0.5,0,3,-19,37*,-20,4
CCOC(=O)CCNC(=O)Nc1ccc2nc(C)n(Cc3ccccc3Cl)c(=O)c2c1,-30,12,2.0,-5,1,14,-1,-10,-2
COc1ccc(/C=N/Nc2ncc(Br)cn2)c(OC)c1,18,40,1.9,9,0,-11,0,-11,-3
CCOc1ccc(/C=N/N2C(=O)C(CC(=O)Nc3ccc(F)cc3F)SC2=NC)cc1OC (centres undefined),5,106*,1.4,-20,5,1,-4,-5,-3
Cn1c(=O)c2c(nc(CN3CCc4ccccc4C3)n2CC(=O)c2ccccc2)n(C)c1=O,·,·,0.0,-64,5,4,10,-39,2
CCCCN(CC)CCNC(=O)Cn1cnc2sc(C)c(S(=O)(=O)N3CCOCC3)c2c1=O,-6,4,-2.4,3,5,-5,-4,0,6
Cc1ccccc1C(=O)N1CCC(C(=O)Nc2ccc(S(=O)(=O)N3CCCC3)cc2)CC1,0,35,-1.6,4,0,-1,-1,-13,-4
Cc1ccc(Nc2ccc(C(=O)N3CCCC3)cn2)c(C)c1,-34,-5,-1.1,-16,3,12,3,9,2
CCOC(=O)c1c(NC(=O)CSc2nnnn2-c2ccc3c(c2)OCO3)sc(C)c1C,0,28,0.4,5,0,-17,5,0,-4
C=CCn1nnnc1-c1cccc(Cl)c1,2,-2,0.3,-7,7,-7,7,-6,4
O=c1cc(CN2CCN(Cc3ccccc3)CC2)c2cc3c(cc2o1)CCC3,1,5,-0.6,-59,1,-6,·,-25,3
COCc1nnc(NC(=O)c2ccc(S(=O)(=O)N(C)C3CCCCC3)cc2)o1,-1,9,-0.3,18,6,8,0,10,0
Cc1cc(NS(=O)(=O)c2ccccc2)cc(Cl)c1O,2,56,-0.2,1,2,-1,-1,5,-4
CC(=O)Nc1sc(N/N=C/c2ccc(O)cc2)nc1-c1ccc(C)cc1,-13,29,-0.1,17,-4,-5,·,13,0
Cn1c(=O)cc(C(=O)N/N=C/c2ccc(Cl)cc2)[nH]c1=O,-7,3,1.7,4,0,0,·,-7,-2
C=CCc1cc(OC)ccc1OCC(O)CN1CCN(c2ccc(OC)cc2)CC1 (centres undefined),-6&0,37&13,0.5&-2.1,20&11,5&1,8&8,5&3,4&-9,1&4
O=C(CCCCCN1C(=O)c2ccccc2C1=O)Oc1ccc2c3c(c(=O)oc2c1)CCC3,-8,11,-0.2,9,4,-12,-2,-1,2
CC(=O)c1ccc(NC(=O)C2CCCN(S(=O)(=O)c3c(C)[nH]c(=O)[nH]c3=O)C2)cc1 (centres undefined),-7,12,2.2,-30,6,-11,-4,1,4
CCOC(=O)C(CCCCOc1ccc([N+](=O)[O-])cc1)C(=O)OCC,3,20,-1.3,-3,0,10,11,-4,-4
CCCOc1ccc(Cn2cnc3ccccc32)cc1,-1,60,-0.7,-8,5,-6,-3,-3,-1
CCn1c(N2CCN(C(=O)Nc3ccc(F)cc3)CC2)nc2ccccc21,5,23,-0.4,0,1,-23,4,6,-1
COc1ccc(C(=O)NCC(=O)Nc2ccccc2)cc1OC,8,45,0.8,10,4,1,2,-1,-1
O=C(NNC(=S)Nc1ccccc1)NNC(=S)Nc1ccccc1,-6,24,1.8,-9,6,-4,2,13,-1
O=C(C1CCN(S(=O)(=O)c2ccc3c(c2)OCCO3)CC1)N1CCc2ccccc21,0,41,-1.4,-2,3,2,1,2,-4
CC(=O)N1c2c(cc(Br)cc2S(=O)(=O)N2CCN(C(=O)c3ccco3)CC2)CC1C (centres undefined),-8,-12,1.5,0,8,-5,-2,7,5
COc1ccccc1N1CCN(C(=O)c2cc3n(n2)C(C(F)(F)F)CC(c2ccco2)N3)CC1 (centres undefined),-8,38,-2.0,18,1,-6,-6,24,-1
CCn1c(SCc2nc3ccccc3c(=O)[nH]2)nnc1C(C)NC(=O)c1ccccc1F (centres undefined),-3,2,0.7,14,1,18,11,19,-1
O=C(N(c1ccccc1)c1ccccc1)N(c1ccccc1)c1ccccc1,-15,36,-0.7,2,1,6,·,7,-1
COc1ccc(CSCC(=O)N/N=C/c2ccc(OCC(=O)N3CCCCC3)cc2)cc1,-14,0,0.4,7,5,-11,-1,-13,0
O=C(Nc1ccc2oc(-c3ccccc3)nc2c1)c1ccco1,10,24,-0.1,-20,6,-42,-2,2,3
O=C(CCCOc1ccccc1)N1CCN(c2ccc(F)cc2)CC1,2,-26,-3.0,-9,1,5,8,11,-3
COc1ccc(-n2c(Cc3cc(=O)[nH]c(=O)[nH]3)nnc2SCc2ccccc2)cc1,2,-6,-0.5,-1,7,-5,3,-7,1
CC1CC(NC(=O)N(C)C)N(C)C(=O)N1 (centres undefined),-1,-15,-2.9,10,1,-12,-1,1,-2
COc1cccc(N2CC(C(=O)Nc3nnc(SCC(=O)Nc4cc(C)on4)s3)CC2=O)c1 (centres undefined),·,20,1.0,8,8,-17,1,0,0
O=C(Nc1nnc(SCc2ccc(Cl)cc2Cl)s1)C1COc2ccccc2O1 (centres undefined),-11,71*,0.2,19,2,2,4,-5,-1
COC(=O)/C(=C/c1cn(C(C)=O)c2ccccc12)[N+](=O)[O-],0,12,0.4,35,2,-7,·,61*,0
O=[N+]([O-])c1ccc(-c2cn(-c3ccccc3F)c(=S)[nH]2)cc1,-5,-3,0.7,1,0,-10,3,3,2

# Going on with the list:
Structure,p47phox inh,CHOP inhibitor,S1P4 agonist,NPY-Y1 PAM-ag,BaF3 parental,S1P4 antagonist,NPY Y1 blocker,NPY-Y2 PAM-ag,Ba/F3 V617F tox
O=C(NC(=S)NC(=O)c1ccccc1F)c1ccccc1F,-15,-6,0.8,3,1,9,-3,-2,0
C=CCOc1cccc(C(=O)N2CCCC(CCC(=O)NCc3ccccc3F)C2)c1 (centres undefined),9,-3,0.4,-1,5,-5,1,-2,-2
O=C(CSc1nnc(-c2ccncc2)n1CC1CCCO1)Nc1ccccc1Cl (centres undefined),-1,-12,0.9,6,5,-8,-3,0,2
O=[N+]([O-])c1ccccc1Oc1ccc(Cl)c2cccnc12,-2,19,-0.7,10,8,-7,0,-2,7
COc1ccc(CNC(=O)C2(c3ccc(Cl)cc3)CC2)cc1,3,3,1.1,15,3,-54,9,12,-2
Cc1cc(C)cc(OCC(=O)NCc2cc(C)nc3ccccc23)c1,-2,29,0.7,0,6,9,5,-4,4
CN(C)NC1CC(=O)N(c2ccccc2)C1=O (centres undefined),-6,12,1.5,6,2,-25,-4,12,-3
O=C(NCc1cccs1)C(=O)c1cn(CC(=O)N2CCCC2)c2ccccc12,-4,0,1.0,6,8,8,0,12,0
O=C1C2CCCN2C(=O)N1CCN1CCN(CCO)CC1 (centres undefined),-6,-1,-1.2,-13,4,5,-1,6,2
O=C(NC(Cc1c[nH]c2ccccc12)C(=O)O)c1ccc(F)cc1 (centres undefined),6,-31,0.2,2,11,-15,7,4,-3
Nc1nc(CCl)nc(Nc2ccc3ccccc3c2)n1,-16,-114,2.7,-10,24,26,·,-12,100*
COc1cccc(OCC(=O)Nc2ccccc2-c2ccccc2)c1,-13,60,1.3,-23,5,-6,24*,-11,-2
C/C(=N\NC(=O)CCCNc1ccc(C)cc1)c1ccccn1,-5,44,-0.1,-19,4,-10,3,-1,1
N#Cc1ccc(C(c2nnnn2Cc2ccccc2)N2CCCC2)cc1 (centres undefined),-15,17,0.0,11,3,-9,9,-10,2
CCOC(=O)Nc1c(Cl)n(C)c(=O)n(C)c1=O,-3,-30,-0.1,15,-2,3,·,13,-4
Cc1c(Cl)c(-c2n[nH]c(=S)n2-c2ccccc2)nn1C,-13,-3,0.1,4,7,-1,-1,1,3

# High-throughput results: PubChem, several laboratories
